# Screening results from PubChem.
# RXFP1 agonist – qHTS Assay for Agonists of the Relaxin Receptor RXFP1. Relaxin receptor 1 (Homo sapiens), Q9HBX9. HEK293T-RXFP1 cAMP TR-FRET, 30 min; response scale: percent of porcine relaxin response, buffer zero. Potency, µM (series often up to 57.5 µM), for the others: top-dose activation, most hits filed as activators. 0.3% of 370,000 active; note: potency is the fitted concentration of half-maximal effect; % is set by controls: 0 for no effect and ±100 for the full control effect; nearly all actives have a fitted effect of over 60% in size; many of its hits are not listed in these tables
# Target sequence (Q9HBX9 whole entry, looked up): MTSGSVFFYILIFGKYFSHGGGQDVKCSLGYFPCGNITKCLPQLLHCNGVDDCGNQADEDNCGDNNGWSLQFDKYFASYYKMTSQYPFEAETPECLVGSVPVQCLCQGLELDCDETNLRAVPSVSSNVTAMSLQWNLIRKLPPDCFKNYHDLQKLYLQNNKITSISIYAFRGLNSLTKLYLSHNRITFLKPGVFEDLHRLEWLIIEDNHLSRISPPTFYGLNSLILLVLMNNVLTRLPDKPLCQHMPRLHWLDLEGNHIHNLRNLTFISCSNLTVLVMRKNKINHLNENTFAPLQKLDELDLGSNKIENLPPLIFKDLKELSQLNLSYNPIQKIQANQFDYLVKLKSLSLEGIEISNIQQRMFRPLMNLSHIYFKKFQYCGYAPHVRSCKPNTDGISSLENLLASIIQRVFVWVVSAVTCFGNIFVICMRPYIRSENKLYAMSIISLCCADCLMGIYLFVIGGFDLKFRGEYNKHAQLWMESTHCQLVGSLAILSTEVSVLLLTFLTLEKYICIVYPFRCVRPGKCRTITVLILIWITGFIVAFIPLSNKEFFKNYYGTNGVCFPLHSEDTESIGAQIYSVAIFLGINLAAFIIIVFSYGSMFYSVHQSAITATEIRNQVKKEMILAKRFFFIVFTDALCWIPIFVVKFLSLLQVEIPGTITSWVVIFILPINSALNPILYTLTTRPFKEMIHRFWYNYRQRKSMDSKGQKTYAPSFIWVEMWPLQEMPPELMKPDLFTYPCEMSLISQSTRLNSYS
#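 Agonist response is measured as cAMP accumulation in an RXFP1-transfected HEK293T line under PDE4 inhibition. Values are scaled between buffer-only and 29 nM porcine relaxin, and EC50s come from standard Hill equation fits.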
# D2 potentiator – HTS Assay for Positive Allosteric Modulators of the Human D2 Dopamine Receptor: Primary Screen for Potentiators; potentiation, % at 10 µM; 0.34% of 340,000 active; D(2) dopamine receptor (Homo sapiens), P14416; HEK293 T-REx D2, calcium flux, EC20 dopamine potentiation; AID 485347, 2010;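 active = potentiation over 3 SD above the plate norm, cut at about 30% in these data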; note: 0% is about no effect
#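 Primary screen. Calcium kinetics in induced HEK293 T-REx D2 cells: compound pre-addition 180 s, EC20 dopamine, 180 s more.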
# D1 PAM – Potentiators of Human D1 Dopamine Receptor: qHTS. D(1A) dopamine receptor (Homo sapiens), P21728. HEK293 TREx D1 cells, calcium flux, dopamine EC20 potentiation. potentiation, % at 10 µM. 0.036% of 360,000 active; in the data active = potentiation above about 30%; note: 0% is about no effect
# TRHR agonist – qHTS for Small Molecule Agonists and Allosteric Enhancers of Human TRH Receptor: Primary Screen for Agonists | Thyrotropin-releasing hormone receptor (Homo sapiens), P34981 | TRHR cells, calcium flux fluo-8, FDSS agonist mode | activation, % at 2 µM | 0.18% of 360,000 active | AID 493084, 2011; in the data active = activation above about 30%; note: 0% is about no effect
#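 Read-out: compound-evoked intracellular calcium rise in TRHR cells, fluo-8 dye, kinetic FDSS fluorescence at 1 s/cycle following a 10-cycle baseline. Cells cultured overnight before dye loading (30 min–1.5 h, RT).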
# RXFP1 antagonist – qHTS Assay for Antagonists of the Relaxin Receptor RXFP1 | Relaxin receptor 1 (Homo sapiens), Q9HBX9 | 0.59% of 350,000 active | HEK293-RXFP1, relaxin-stimulated cAMP HTRF, 30 min; active compounds read low | activity change, negative = inhibition, % at 57.5 µM;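 active = activity change of -60% or lower, but not beyond a set lower limit; inconclusive = change between -60% and -40%, or beyond the set limit; inactive = change above -40%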; note: % is set by controls: 0 for no effect and ±100 for the full control effect
# Anesthetic bind – qHTS Assay for Identification of Novel General Anesthetics. AID 485281, 2010. Potency, µM (titrated, usually from 77.5 µM), without a hit: top-dose activity change, negative = displacement, hits mostly inhibitors. 0.074% of 350,000 active. apoferritin/1-aminoanthracene competitive binding, fluorescence; note: potency is the fitted concentration of half-maximal effect; % is set by controls: 0 for no effect and ±100 for the full control effect; nearly all actives have a fitted effect of over 20% in size
# Target sequence (P02791 2-175 limits assumed): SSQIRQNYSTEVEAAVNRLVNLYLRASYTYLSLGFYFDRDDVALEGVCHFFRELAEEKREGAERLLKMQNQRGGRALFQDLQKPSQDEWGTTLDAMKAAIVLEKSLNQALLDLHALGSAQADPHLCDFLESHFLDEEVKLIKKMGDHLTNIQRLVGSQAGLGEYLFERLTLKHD
#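 Concentration-response curves derived by four-parameter Hill fitting of normalized fluorescence, where compounds displaced 1-AMA from 10 uM horse apoferritin following a brief 10 min room-temperature incubation; propofol titration acted as positive control.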
# TRHR PAM – qHTS for Small Molecule Agonists and Allosteric Enhancers of Human TRH Receptor: Primary Screen for Enhancers. TRHR cells, fluo-8 calcium fluorescence, EC20 TRH enhancement. Thyrotropin-releasing hormone receptor (Homo sapiens), P34981. enhancement, % at 2 µM. 0.66% of 360,000 active; in the data active = enhancement above about 30%; note: 0% is about no effect
#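 Enhancer read-out: after compound pinning and an initial kinetic agonist-mode read, an EC20 of TRH (10 nM final) was injected and fluo-8 calcium signal (Ex 480/Em 530) followed at 1 s/cycle for 100 cycles in TRHR-expressing cells.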
# D1 antag – Antagonist of Human D 1 Dopamine Receptor: qHTS; D(1A) dopamine receptor (Homo sapiens), P21728; HEK293 TREx D1 cells, calcium flux, dopamine EC80; active compounds read low; activity change, negative = inhibition, % at 10 µM; 3.2% of 360,000 active; in the data active = activity change below about -30%; note: % is set by controls: 0 for no effect and ±100 for the full control effect
#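 HEK293 T-REx cells expressing inducible, force-coupled D1 receptor; no-wash Ca dye, 30–90 min RT. Cmpd → 180 s read at 1 Hz → EC80 DA → 180 s read.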
# D1 agonist – Allosteric Agonists of the Human D1 Dopamine Receptor: qHTS; D(1A) dopamine receptor (Homo sapiens), P21728; activation, % at 2 µM; 1% of 360,000 active; HEK293 T-REx D1 cells, calcium flux, agonist mode; AID 504660, 2011; in the data active = activation above about 30%; note: 0% is about no effect
#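 Tetracycline-induced HEK293 TREx D1 cells, force-coupled to calcium signalling, were dye-loaded with a no-wash calcium kit. Compound was pin-added after a 10 s baseline. Fluorescence was read kinetically at 1 cycle/s for 180 s, with calcium rises flagged as agonism.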
# * marks the source's active call; other numbers are inactive results; ? = inconclusive; nt = no result given; [ ] = remark or other dose. Unless noted, calls come from the whole dose curve; as a rule, active = well fitted curve in the direction sought with a large enough effect; inconclusive = small, poorly fitted or top-dose-only effect, or another doubt; inactive = no such curve, though single readings can be large; an effect the other way counts as inactive or inconclusive. An excerpt; rates above refer to the full screens.
mol	RXFP1 agonist	D2 potentiator	D1 PAM	TRHR agonist	RXFP1 antagonist	Anesthetic bind	TRHR PAM	D1 antag	D1 agonist
N#Cc1nc(Cc2cccc3ccccc23)oc1NCCCn1ccnc1	0.0%	-2	-6	0.0	-29	3%	4	7	9
CCOC(=O)c1ccc(NC(=O)c2cc(F)c(F)cc2Cl)cc1	0.8%	6	-2	0.0	-13	-13%	7	-20	11
O=C(Nc1cc(N2CCOCC2)ncn1)c1ccc(F)cc1	0.2%	2	-2	0.2	-37	-6%	1	-4	0
CSc1cccc(NC(=O)Nc2ccccc2)c1	0.7%	20	-9	1.0	3	-7%	3	-25	14
O=C(NNc1nc2ccccc2o1)c1ccccc1	-3.8%	-2	4	0.2	-19	3%	-1	-6	1
Cc1cc(C)n(C(=O)COc2c(C)cccc2C)n1	-0.7%	18	0	0.0	7	11%	8	-10	3
O=C(Nc1c(F)cccc1F)c1ccc2c(c1)CCN2S(=O)(=O)c1ccccc1	0.1%	2	0	0.5	0	-2%	2	1	8
COC(=O)c1ccccc1NC(=S)N1CCN(C2CCCCC2)CC1	-0.9%	-3	-1	-0.3	2	-13%	3	11	2
O=C(Oc1c(CN2CCOCC2)cc(Cl)c2cccnc12)c1ccccc1F	-2.2%	9	-2	0.9	-22	-21%	10	6	1
Cc1ccc(NC(=O)COc2cccc(-n3cnnn3)c2)cc1S(=O)(=O)N1CCOCC1	1.5%	2	-5	0.2	4	nt	-4	-4	4
COc1ccc(-c2csc(-c3[nH]cnc3N)n2)cc1	-0.2%	-2	-5	0.0	-5	-12%	7	3	2
COC(=O)C1=C(C)NC2=C(C(=O)CCC2)C1c1coc2ccccc2c1=O (configuration not stated)	0.3%	-5	-3	0.2	-17	-2%	10	5	3
Cc1cccc(C(=O)Oc2c(Br)cc(Br)cc2/C=N/NC(=O)c2ccncc2)c1	1.2%	-9	-3	-0.8	-6	6%	-3	0	5
CCCOc1ccc(/C=N/NC(=O)c2c(-c3ccccc3)noc2C)cc1OC	-0.4%	11	-4	-0.6	nt	-3%	5	-5	-2
CCC(=O)c1ccc(OCC(=O)OCC(=O)NCc2cccs2)cc1	0.2%	5	0	-0.6	-9	nt	4	10	5
N=c1c2c(ncn1CCCO)Oc1cc(O)ccc1C2c1ccccc1 (configuration not stated)	-2.1%	10	-4	-0.4	-11	-9%	2	-5	3
O=C(Nc1ccc(Cl)cc1Cl)c1ccc(-c2ccccc2)cc1	?	-2	-3	0.1	15	-9%	-4	3	0
Cc1ccccc1NS(=O)(=O)c1ccc(NC(=O)c2nc3ncccn3n2)cc1	0.9%	nt	-3	0.4	-17	?	1	-7	2
COc1ccc(/C=C(\NC(=O)c2ccc(OC)c(OC)c2)C(=O)NCCc2c[nH]c3ccccc23)cc1	0.0%	0	-4	-0.2	10	-1%	-7	-3	0
COc1ccc(/C=C/c2nnc(NC(=O)CC(C)C)s2)cc1	6.3%	3	-5	0.0	-4	-1%	-4	7	1
Cc1ccc(Cl)cc1N1CCN(S(=O)(=O)c2ccc(-c3ccc(=O)[nH]n3)o2)CC1	8.5%	1	-7	-0.3	-3	-5%	-2	0	10
CN(C)c1ccc(CNS(=O)(=O)c2ccc3c(c2)C(C)(C)C(=O)N3C)cc1	-2.8%	10	8	-0.8	nt	-6%	1	-21	3
Cc1ccccc1Nc1c(-c2cc(Br)ccc2F)nc2ccccn12	8.6%	-18	1	-1.0	-7	?	10	-6	0
COc1ccccc1CN1CC(C(=O)N(C)Cc2[nH]c3ccccc3c2C)CCC1=O (configuration not stated)	-1.2%	-13	-7	2.2	-11	-15%	2	4	1
O=C(NCCN1CCOCC1)c1ccc2ccccc2n1	0.9%	1	-2	-0.2	-19	-9%	5	-17	-2

# Some of the entries so far, with each value named.
O=C(NNc1nc2ccccc2o1)c1ccccc1
  RXFP1 agonist: -3.8%	D2 potentiator: -2	D1 PAM: 4	TRHR agonist: 0.2	RXFP1 antagonist: -19	Anesthetic bind: 3%	TRHR PAM: -1	D1 antag: -6	D1 agonist: 1

Cc1cc(C)n(C(=O)COc2c(C)cccc2C)n1
  RXFP1 agonist: -0.7%	D2 potentiator: 18	D1 PAM: 0	TRHR agonist: 0.0	RXFP1 antagonist: 7	Anesthetic bind: 11%	TRHR PAM: 8	D1 antag: -10	D1 agonist: 3

# (cont.)
mol	RXFP1 agonist	D2 potentiator	D1 PAM	TRHR agonist	RXFP1 antagonist	Anesthetic bind	TRHR PAM	D1 antag	D1 agonist
COC(=O)c1cc(S(=O)(=O)N2CCCC2)c(Cl)cc1Cl	0.3%	-6	-1	-0.2	-17	-16%	22	-10	0
Cc1ccc(/C(O)=C2\C(=O)C(=O)N(c3cc(C)on3)C2c2cccc(Br)c2)cc1 (configuration not stated)	10%	-1	0	-0.9	-5	-7%	16	25	1
CN1CCN(S(=O)(=O)c2cccc(C(=O)Nc3cc(Cl)ccc3N3CCOCC3)c2)CC1	-0.2%	13	-2	0.2	1	nt	0	5	3
c1cn2c(NC3CCCC3)c(-c3ccc(N4CCOCC4)cc3)nc2cn1	21%	-15	-7	1.8	9	60%[activator]	-2	37	4
COc1ccc(NC(=O)c2nnn(CC(=O)Nc3c(C)cc(C)cc3C)c2N)cc1OC	-1.9%	-7	2	2.6	4	-13%	-16	-4	1
Cc1cc(C2=NNC(=NCc3ccccc3)SC2)c(C)n1-c1c(C)n(C)n(-c2ccccc2)c1=O	0.0%	0	-2	0.2	-11	-2%	-2	0	1
COC(=O)C1=C(C)N=C2SC(C#N)=C(N)N2C1c1ccc(OCc2ccccc2)cc1 (configuration not stated)	0.1%	16	-2	2.1	-7	-19%	-4	-13	1
COc1ccc(NC(=O)Cc2ccsc2)cc1S(=O)(=O)N1CCCCC1	0.7%	-7	-11	-0.8	-6	nt	-3	10	5
Cc1cc(=O)[nH]c(SCC(=O)Nc2ccccc2C)n1	0.2%	-1	0	0.6	0	0%	3	13	4
O=C1CC(c2ccccc2)n2ncnc2N1 (configuration not stated)	0.4%	17	-1	0.1	10	35%[activator]	4	-23	4
O=c1c2oc3ccccc3c2n(Cc2cccc(C(F)(F)F)c2)c(=O)n1Cc1ccc2c(c1)OCO2	-1.7%	1	-7	1.0	-6	4%	-8	-9	7
Cc1ccc(S(=O)(=O)N2CC=C(c3c(C)n(C)c4ccccc34)CC2)cc1	-0.5%	1	0	0.9	11	-4%	10	28	4
CCc1ccc(N2CCn3c2nc2c3c(=O)n(CCc3ccccc3)c(=O)n2C)cc1	0.0%	12	-2	0.5	18	77%[activator]	-8	0	3
Cc1ccc(-c2csc(NC(=O)c3ccc(C)o3)n2)cc1	0.6%	1	-1	0.1	-11	2%	-2	-18	3
COc1ccc2c(c1)c1c(c(=O)n(Cc3ccccc3)c(=O)n1Cc1cccc(Cl)c1)n2C	3.5%	2	-3	-0.2	nt	-5%	-3	-5	0
COc1ccc(-c2sc3ccc(N4CCOCC4)cc3c2C#CC(C)(C)O)cc1	3.1%	2	-4	-1.0	nt	nt	5	nt	1
C(=N\Nc1nc(N2CCCC2)nc(N2CCCC2)n1)/c1ccncc1	1.5%	-4	-8	-1.4	-7	-8%	0	11	2
Cc1c(Cl)ccc2sc(N3CCN(C(=O)c4ccco4)CC3)nc12	3.5%	4	-1	-0.1	nt	-1%	0	nt	1
Cc1ccc(N(CC(=O)NCc2ccccc2Cl)S(=O)(=O)c2c(C)noc2C)cc1	-1.2%	-9	-2	-0.1	21	-4%	24	5	1
CCN(c1ccccc1)S(=O)(=O)c1ccc(F)cc1	2.6%	-2	-1	-0.1	13	-8%	0	3	1
CCc1ccc(N(C)S(=O)(=O)c2ccc3[nH]cc(C(=O)NCC4CCCO4)c(=O)c3c2)cc1 (configuration not stated)	1.4%	-7	-3	0.4	-17	?	3	-9	-1
CCOc1cc(C2c3c(oc4ccccc4c3=O)C(=O)N2c2nccs2)ccc1O (configuration not stated)	0.3%	2	-1	-0.3	-3	-4%	-7	4	1
O=C(c1cc2nc(-c3cccs3)cc(C(F)(F)F)n2n1)N1CCCc2ccccc21	-2.6%	-3	-4	-0.1	4	?	1	3	3
COC(=O)NC(=S)N1CCOCC1	-0.1%	3	-2	1.2	1	0%	18	12	6
CCCCn1nc(NC(=O)c2cccc(Cl)c2)c2cc3ccccc3nc21	3.5%	-15	-1	0.7	-17	-15%	-6	-7	6
Cc1nc2ccccc2nc1N/N=C/c1ccc(O)cc1O	0.5%	-1	4	-0.2	?	-4%	3	-9	2
COc1ccc(Cl)cc1CNCCSc1nnnn1C	1.3%	-14	-1	-1.4	nt	-3%	4	22	0
CC1=NN(c2ccc(C)cc2)C(=O)/C1=C/c1ccc(-c2cc([N+](=O)[O-])ccc2O)o1	-0.6%	11	-4	1.0	-3	-22%	1	-28	7
COc1ccc(-c2nnc(SCC(=O)NC3CCCCC3)nc2-c2ccc(OC)cc2)cc1	0.2%	-13	-3	-0.5	-27	?	-5	-24	0
CCc1ccccc1NC(=O)c1cnc2scc(C)n2c1=O	2.2%	nt	1	-1.1	nt	-11%	2	-8	0
COc1ccccc1NC(=O)CCN1CCC(C(N)=O)CC1	-6.1%	8	-2	-1.2	9	-1%	10	-5	3
Cc1ccc(-c2noc(CCC(=O)NCCN3CCN(Cc4ccccc4)CC3)n2)cc1	-0.5%	-17	-7	-0.1	0	-19%	-10	-20	13
CCn1c(=O)n(CC)c2cc(S(=O)(=O)N3CCC(c4ccccc4)CC3)ccc21	1.4%	7	-10	-1.2	14	-13%	-16	10	2

# An excerpt from above with just RXFP1 antagonist and TRHR agonist.
compound | RXFP1 antagonist | TRHR agonist
Cc1nc2ccccc2nc1N/N=C/c1ccc(O)cc1O | ? | -0.2
CC1=NN(c2ccc(C)cc2)C(=O)/C1=C/c1ccc(-c2cc([N+](=O)[O-])ccc2O)o1 | -3 | 1.0
CCc1ccccc1NC(=O)c1cnc2scc(C)n2c1=O | nt | -1.1
